Screening data (PubChem BioAssay)
FXN GAA850 act = activators of GAA850 frataxin (FXN) promoter; activation, % at 6 µM; HEK293 lucGAA850 FXN promoter luciferase reporter, 24 h; percent of 10 µM SAHA response; 360,000 tested, 0.56% active;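 active = activation above the average of all compounds screened plus 3 SD, cutoff fixed separately per campaign, cut at about 7.5% in these data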;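 note: 0% = DMSO wells and 100% = 10 µM SAHA wells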
NPR1 activator = GC-A (human) enzyme activation. P16066. HEK293 GC-A cells, cGMP TR-FRET, EC30 ANP; 0% at EC30 ANP, 100% saturating ANP. activation, % at 10 µM. 370,000 tested, 0.14% active. AID 1671463; in the data active = activation above about 40%
Target sequence (P16066 whole entry, looked up): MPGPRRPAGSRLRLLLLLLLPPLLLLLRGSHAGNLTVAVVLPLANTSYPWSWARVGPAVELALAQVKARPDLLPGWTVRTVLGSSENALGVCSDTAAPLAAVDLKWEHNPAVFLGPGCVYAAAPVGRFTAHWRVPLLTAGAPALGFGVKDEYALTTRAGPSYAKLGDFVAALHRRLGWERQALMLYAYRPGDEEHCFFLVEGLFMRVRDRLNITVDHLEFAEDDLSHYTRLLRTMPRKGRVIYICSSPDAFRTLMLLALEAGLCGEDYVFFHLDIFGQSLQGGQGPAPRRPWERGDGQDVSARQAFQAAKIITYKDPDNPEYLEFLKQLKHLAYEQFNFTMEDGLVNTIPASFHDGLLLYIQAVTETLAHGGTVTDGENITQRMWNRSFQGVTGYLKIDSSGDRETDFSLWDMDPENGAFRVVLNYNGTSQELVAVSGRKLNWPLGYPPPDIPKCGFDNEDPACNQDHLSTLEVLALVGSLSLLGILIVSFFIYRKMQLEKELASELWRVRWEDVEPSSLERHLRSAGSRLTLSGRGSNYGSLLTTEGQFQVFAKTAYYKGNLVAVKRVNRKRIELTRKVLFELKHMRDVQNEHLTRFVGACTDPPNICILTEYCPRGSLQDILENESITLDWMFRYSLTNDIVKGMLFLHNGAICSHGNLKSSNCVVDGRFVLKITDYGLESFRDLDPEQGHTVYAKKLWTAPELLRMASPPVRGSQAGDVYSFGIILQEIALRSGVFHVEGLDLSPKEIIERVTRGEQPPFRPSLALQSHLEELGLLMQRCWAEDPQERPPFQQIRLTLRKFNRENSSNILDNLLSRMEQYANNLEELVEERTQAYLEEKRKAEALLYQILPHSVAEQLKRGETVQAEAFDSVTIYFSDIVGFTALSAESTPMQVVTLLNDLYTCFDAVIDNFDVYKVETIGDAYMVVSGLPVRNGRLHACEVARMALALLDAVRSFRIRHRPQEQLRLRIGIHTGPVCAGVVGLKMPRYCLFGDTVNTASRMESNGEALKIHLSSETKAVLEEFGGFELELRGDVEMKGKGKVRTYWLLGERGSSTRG
ADAM10 inh = inhibits human ADAM10; O14672; recombinant ADAM10, EDANS/DABCYL FRET peptide cleavage, 3 h; inhibition, % at 7 µM; 370,000 tested, 0.62% active; AID 720582;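 active = inhibition above a per-campaign cutoff equal to the mean of compounds falling between control-based bounds plus 3 SD, cut at about 20% in these data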;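 note: 0% = DMSO wells while the 100% control is not disclosed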
hgDAF12 agonist = agonists of H. glycines DAF-12 nuclear receptor; 370,000 tested, 1.8% active; AID 687014; HEK293 GAL4-hgDAF12 UAS-luciferase reporter, agonist luminescence; normalized to butyrate control; activation, % at 6.8 µM;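 active = activation above a cutoff set at the mean of all screened compounds plus 3 SD, cut at about 10% in these data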;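 note: 0% = DMSO wells and 100% = sodium butyrate wells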
DAX1 inh-1 = inhibitors of DAX1 repression of SF-1 activated StAR promoter. HEK293T StAR-luciferase reporter, SF-1/DAX-1 repression relief. inhibition, % at 6.8 µM. 370,000 tested, 1.1% active. AID 652010;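 active = inhibition above the mean over all tested compounds plus 3 SD, cut at about 3.6% in these data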;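 note: 0% = DAX-1 cells with DMSO and 100% = cells lacking DAX-1 with DMSO; higher inhibition means more luminescence from relief of DAX-1 repression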
SMARCA2 activ = SMARCA2 function activation, primary screen; MG213 cells, MMTV-luciferase reporter, dexamethasone, overnight; activation, % at 9.1 µM; 370,000 tested, 1% active; in the data active = activation above about 7.8%;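 note: 0% = vehicle wells and 100% = reference activator wells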
hcDAF12 agonist = H. contortus DAF-12 activation, primary screen; HEK293 hcDAF-12 lit1-tk-luc reporter, luminescence; 0% DMSO, 100% Δ7-dafachronic acid; activation, % at 6.8 µM; 370,000 tested, 1.4% active; AID 652067;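 active = activation above the mean of all tested compounds plus 3 SD, cut at about 5.5% in these data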;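 note: 100% = response to 3 µM Δ7-dafachronic acid high control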
ADAM17 inh = inhibits human ADAM17. P78536. recombinant ADAM17, EDANS/DABCYL FRET peptide cleavage. inhibition, % at 6.95 µM. 370,000 tested, 0.83% active. AID 720648;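 active = inhibition above the mean of compounds lying between control limits plus 3 SD, set per campaign, cut at about 8.5% in these data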;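 note: 0% = DMSO-only wells as the low control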
DAX1 inh-2 = inhibits human nuclear receptor DAX1. P51843. HEK293 Gal4-DAX1 luciferase reporter, luminescence. inhibition, % at 6.75 µM. 340,000 tested, 0.99% active. AID 504766;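 active = inhibition above the mean over all tested compounds plus 3 SD, cut at about 4.2% in these data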;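 note: 0% = DAX1-transfected cells with DMSO and 100% = empty-vector control cells with DMSO; inhibition shows as a rise in luminescence from relieved DAX1 repression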
PG9 Ab binder = small molecules binding HIV-1 gp120 antibody PG9; TR-FRET gp120-PG9 antibody binding; inhibition, % at 6.7 µM; 360,000 tested, 0.43% active; AID 624416; in the data active = inhibition above about 8.5%
ssDAF12 agonist = activates DAF-12 receptor from parasite S. stercoralis. HEK293 ssDAF-12/GRIP1 lit1-tk-luc reporter, luminescence; % of 3 µM dafachronic acid response. activation, % at 6.8 µM. 370,000 tested, 1% active;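 active = activation above the mean over all tested compounds plus 3 SD, cut at about 0.9% in these data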;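 note: 0% = DMSO-only wells and 100% = 3 µM delta7-dafachronic acid wells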
Active calls of the source: *; i = inactive; nt = no result given.

compound,FXN GAA850 act,NPR1 activator,ADAM10 inh,hgDAF12 agonist,DAX1 inh-1,SMARCA2 activ,hcDAF12 agonist,ADAM17 inh,DAX1 inh-2,PG9 Ab binder,ssDAF12 agonist
CC(=O)NS(=O)(=O)c1ccc(N2C(=O)CC(Sc3nccc(C)n3)C2=O)cc1 (configuration not stated),1.5,0,-2,1.6,0.0,0,1.8,0,-0.8,-2.9,-0.7
O=C(C=Cc1ccco1)N1CCOCC1,2.2,2,-8,-3.7,-0.3,1,0.0,-6,0.9,-1.6,-1.7
CCc1nc(SCc2cc(=O)[nH]c3ccccc23)c2c(C)c(C)sc2n1,0.5,-2,-5,-1.0,0.4,-1,-0.3,-2,-1.0,-0.2,-1.1
COc1ccc(CCNC(=O)COC(=O)Cc2ccccc2[N+](=O)[O-])cc1,-1.5,1,-12,-5.6,-3.0,-1,3.3,-3,0.7,0.0,-0.5
COc1ccc(CCNS(=O)(=O)CC23CCC(CC2=O)C3(C)C)cc1OC (configuration not stated),-0.1,3,1,0.2,-0.1,0,-1.0,-4,-1.1,-1.5,-1.7
CCOC(=O)c1cc(C(=O)Nc2ccc(C)c(F)c2)nn1C,4.5,5,-4,11*,3.2,4,5.5,-4,2.9,-1.0,-0.5
COc1ccc(/C=N/Nc2nc(N3CCCC3)nc(N3CCCC3)n2)cc1O,-0.6,-5,-24,-2.8,-1.0,5,-0.3,-3,-0.9,-1.5,-1.6
CC1(C2CC2)NC(=O)N(CC(=O)Nc2cc(S(=O)(=O)N3CCCCC3)ccc2Cl)C1=O (configuration not stated),-0.2,-1,4,1.3,0.5,3,-1.5,-5,-0.3,-1.1,-1.0
Cc1cc(Cl)ccc1NC(=S)NCc1cccs1,2.3,-1,-3,1.3,-0.7,-3,-1.2,-3,-0.9,-0.6,-1.5
CCOc1ccc(-c2cnc(NCc3cccc4ccccc34)n2CCOC)cc1,-3.3,3,4,-3.8,-0.7,-4,-1.4,0,-0.3,-1.3,-2.2
COC(=O)CC1OCC=C2CN3CCC45C6=CC(=O)C(=O)C([N+](=O)[O-])=C6NC4C1C2CC35 (configuration not stated),-0.7,3,-20,1.6,0.2,-2,0.1,-5,nt,-4.4,-1.0
Cn1ccnc1/C(=N\NC(=O)c1ccc(O)cc1)c1cccc([N+](=O)[O-])c1,1.9,-3,7,2.4,0.0,2,-0.6,1,-2.4,0.1,-1.6
CC(=O)c1cccc(NC(=O)c2nc(-c3ccccc3)oc2C)c1,0.2,-2,8,-1.5,-0.1,-4,-1.1,3,-0.4,-1.8,-1.5
Nc1ccc2c3c(cccc13)-c1ccccc1-2,2.4,23,-19,7.9,-0.2,0,0.5,-6,1.5,3.2,-0.1
CCCCOC(=O)CCc1nc2ccccc2[nH]1,-3.1,0,-5,-0.6,0.1,-1,1.9,0,2.3,-0.6,-1.5
CC1CCN(S(=O)(=O)c2cn(CC(=O)N3CCN(C)CC3)c(=O)c3ccccc23)CC1,0.3,3,5,3.3,1.0,0,-0.8,-2,-0.3,-0.8,-0.9
COC(=O)N1C(=O)[C@@](c2ccccc2)(C2CCCCC2)N1C(=O)OC,2.6,-11,16,-0.9,-0.6,0,-2.2,3,-1.6,-0.6,-1.3
C[C@@H]1COc2cc(Br)ccc2S(=O)(=O)N1Cc1cn(CC2CCCCC2)nn1,nt,-5,1,4.2,-0.5,-2,-1.7,0,nt,nt,-0.8
c1ccc(CNc2ccc3ccccc3n2)nc1,4.3,-1,-95,15*,7.9*,6,8.0*,-35,0.4,1.8,1.0*
C/C(=N/N=C(\C)c1ccccc1O)c1ccccc1O,-2.6,0,-13,3.4,0.4,0,2.0,-6,0.1,0.2,-1.6
CCCNC(=O)COc1coc(CN2CCN(c3ccccc3F)CC2)cc1=O,3.6,3,0,-0.5,-0.8,3,0.9,-2,0.4,-0.7,-1.2
Cc1ccc(C23CC4CC(CC(CC(=O)N5CCOCC5)(C4)C2)C3)cc1,0.6,0,6,0.0,-1.2,-1,0.4,2,1.0,-0.1,-1.6
Cc1csc(NC(C)c2nc3cc(C(F)(F)F)ccc3n2CCOCCO)n1 (configuration not stated),0.6,-1,-7,-1.2,-0.4,-1,-0.5,-3,1.0,-0.8,-1.1
CCOC(=O)C1CCN(S(=O)(=O)c2ccc(C(C)(C)C)cc2)CC1,2.1,2,-8,0.5,-0.8,-6,-1.1,-6,-0.2,0.3,-1.0
Cc1cccc(-c2ocnc2C(=O)N2CCN(C(=O)c3cccs3)CC2)c1,-1.1,0,1,-1.1,-0.3,-2,-0.7,-1,2.7,-1.6,-0.7
O=C(C[n+]1ccc(C(=O)NCc2ccccc2)cc1)c1ccc(OC(F)F)cc1,-0.8,-4,-37,0.9,-1.3,0,-0.8,-8,-0.1,-1.5,-1.2
Cc1ccc2c(c1)C1CN(C)CCC1N2S(=O)(=O)c1cccc(C(F)(F)F)c1 (configuration not stated),2.0,-2,-6,1.6,0.3,0,0.8,-3,-0.1,-0.7,-1.2
CC(C)(Cc1ccccc1)/[N+]([O-])=C\c1ccc(C(F)(F)F)cc1,1.9,-2,9,1.1,-0.2,1,-1.8,1,1.1,0.1,-1.4
CN(c1nc2ccccc2n2c(C3CC3)nnc12)S(=O)(=O)c1ccccc1,-0.1,-8,-1,1.2,-0.1,-4,-0.1,-5,2.5,1.6,-0.8
COc1ccc(C(=O)N(CCc2ccccc2)Cc2ccccc2)c(OC)n1,0.2,-23,5,2.5,-0.3,-2,-2.8,3,0.0,1.4,-1.5
COC(=O)c1cc2n(n1)CCN(Cc1ccccc1Cl)C2=O,1.6,-2,-1,-0.1,-0.1,0,-0.3,0,0.8,0.4,-1.3
N#Cc1nc(-c2ccc(F)cc2)oc1NCc1ccccc1,3.7,7,-303,5.2,1.0,-1,1.5,-83,-0.1,-0.1,-0.8
O=C(NCCN1CCNC1=O)c1ccc2sc([C@H]3C[C@H](O)[C@@H](CO)O3)nc2c1,0.4,2,0,0.6,-0.3,0,-1.4,-3,nt,-1.0,-1.2
COC(=O)c1ccc(-n2nc(C(F)(F)F)c3c2-c2ccoc2CC3)cc1,1.1,0,-7,0.2,0.5,5,-1.3,0,-0.5,-1.6,-1.0
COc1cc(C2NC(=O)NC(C)=C2C(=O)OCc2ccc(C)cc2)cc(OC)c1OC (configuration not stated),1.8,-7,1,-4.4,-0.7,2,-3.1,-2,-0.3,0.0,-1.7
CC1CCCCC12NC(=O)N(CC(=O)OCC(=O)c1ccc(OC(F)F)cc1OC(F)F)C2=O (configuration not stated),3.8,0,-12,0.7,-0.1,-1,1.6,-3,-0.1,-1.4,-1.1
COc1cc(C(=O)NCC2(c3ccccc3)CCCC2)ccc1OC(C)C,-2.2,2,5,-4.9,-0.6,-1,-3.9,3,-1.3,-1.0,-1.6
COc1c2ccoc2c(OC[C@@H](O)C(C)(C)O)c2oc(=O)ccc12,-1.2,2,-29,0.4,0.4,-1,-0.1,-6,2.8,2.0,-1.3
CC(=O)Nc1nc2nc(-c3ccccc3)cc(-c3ccccc3)n2n1,1.2,nt,-260,-4.6,-1.0,-1,0.1,-70,-0.3,2.8,-1.3
Cn1cncc1C#Cc1ccc2c(=O)c3ccccc3oc2c1,7.9*,2,-9,3.2,1.0,4,1.7,-6,-0.2,-3.8,-1.0
CCOCCOC(=O)c1ccc(NC(=O)c2cc3ccccc3o2)cc1,2.0,0,13,1.4,-0.1,2,-1.9,1,2.0,-1.0,-2.2
COc1ccc(C(=O)N2CCN=C2SC)cc1,1.2,-1,-3,1.7,-0.7,1,-0.3,-5,-0.1,-0.8,-2.0
Cc1cccc(NC2SC(=O)N(c3ccccc3)C2=O)c1 (configuration not stated),3.1,4,8,2.6,2.2,1,3.5,-5,-0.6,-0.5,-0.7
COc1cc(C(=O)NNC(=O)c2ccoc2C)cc(OC)c1OC,-1.5,0,3,2.8,0.1,3,-0.6,-2,-0.7,-0.8,-1.4
c1cc(CNCC2CCCO2)ccn1 (configuration not stated),-0.1,-1,-11,0.1,0.0,-1,-0.5,-5,1.3,-1.7,-0.2
O=C(CCNS(=O)(=O)c1c(Cl)cccc1Cl)N1CCCC1,2.7,-1,-4,3.4,1.0,1,-0.3,4,0.1,-1.6,-1.4
CCCN1CCN(CCCNC(=O)c2cc3c(=O)[nH]c4ccccc4c3s2)CC1,0.8,-8,i,0.4,0.7,0,0.0,-176,1.4,0.8,-1.3
CCC1CCCCN1CCCNC(=O)CC1Oc2ccc(C)cc2NC1=O (configuration not stated),0.3,-1,-6,2.9,0.6,0,1.0,0,1.0,-0.3,-0.9
COC(=O)Cn1c(CCC(=O)O)ccc1-c1ccccc1,1.7,-1,i,-0.4,0.6,-1,-2.1,-225,5.2*,-0.5,-1.1
Cc1cccc(NC(=O)C2CCN(S(=O)(=O)c3ccc4ccccc4c3)CC2)n1,0.8,-14,-8,-0.9,-3.1,-4,-0.6,2,-0.4,0.4,-1.0

(list continues)
compound,FXN GAA850 act,NPR1 activator,ADAM10 inh,hgDAF12 agonist,DAX1 inh-1,SMARCA2 activ,hcDAF12 agonist,ADAM17 inh,DAX1 inh-2,PG9 Ab binder,ssDAF12 agonist
Cc1cccc(OCC(=O)NCC(=O)N/N=C/c2cccs2)c1,0.9,3,-1,-1.4,-0.4,0,-1.7,0,1.0,-1.4,-0.9
COc1cc(F)ccc1-c1csc(C(O)(c2ccccc2)C(F)(F)F)n1 (configuration not stated),3.6,8,15,0.6,-0.3,-3,-0.1,8,nt,-0.3,-2.0
N#Cc1c(N)nc(SCc2ccccn2)c(C#N)c1-c1cccs1,20*,10,3,-6.0,0.0,0,-4.5,1,-0.5,-2.3,-2.1
CSc1nc2ccccc2n1Cc1cccc(F)c1,3.0,9,5,-2.2,-0.6,-1,-0.8,-3,-0.6,0.4,-1.7
O=C1c2cccc3c(N4CCCCC4)ccc(c23)C(=O)N1c1ccccc1O,4.3,9,7,1.3,-1.7,-3,-1.9,1,-0.3,0.9,-1.9
CC(=O)N1[C@H](CO)[C@@H](c2ccccc2)[C@@H]1CN(C(=O)c1ccc(F)cc1)C(C)C,nt,-5,-4,1.0,-0.8,-3,-1.8,-2,nt,nt,-0.7
CCOC(=O)c1cccc(NC(=O)CSc2nnc(-c3ccoc3C)n2CC)c1,-0.1,-9,1,-0.2,-0.5,-3,-2.2,-1,-0.5,0.6,-1.3
COc1ccc([C@H]2C[C@H](n3cc(COC(=O)c4ccccc4)nn3)[C@@H](O)CN2CC2CCCCC2)cc1,1.5,-1,2,-3.0,-0.5,0,0.1,1,-0.2,-0.1,-0.8

hcDAF12 agonist, hit marks shown above.
| structure | NPR1 activator | ADAM10 inh | DAX1 inh-1 | SMARCA2 activ | hcDAF12 agonist | ADAM17 inh | DAX1 inh-2 | PG9 Ab binder | ssDAF12 agonist |
| --- | --- | --- | --- | --- | --- | --- | --- | --- | --- |
| c1ccc(CNc2ccc3ccccc3n2)nc1 | -1 | -95 | 7.9* | 6 | 8.0* | -35 | 0.4 | 1.8 | 1.0* |
